# Source: PubChem
# CYP2C9 activ – activators of human CYP2C9 | P11712 | recombinant CYP2C9, luciferin-H conversion, luminescence; active compounds read high; factor 1 = untreated enzyme, 0 = blocked | activation factor at 5 µM | hit rate 1.4% among 96,000;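 active = activation factor of 2 or more for CYP2C9 at a 5 µM dose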;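 note: 0 = sulfaphenazole-blocked wells and 1 = vehicle-only wells; values of inactives mirror those of a sister screen read the other way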
# Pyk2 oligo antag – antagonists of human Pyk2 oligomerization; Q293 cells, Pyk2 FERM NanoBiT luminescence; active compounds read low; z-score (the deposit names both 25 µM and 10 µM); hit rate 0.83% among 99,000; AID 1347419;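 active = Z-score of -3 or lower, scaled per plate to the spread of control and sample wells; inactive = z-score above -3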;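 note: negative z-score means lost luminescence so less FERM oligomerization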
# Target sequence (Q14289 whole entry, looked up): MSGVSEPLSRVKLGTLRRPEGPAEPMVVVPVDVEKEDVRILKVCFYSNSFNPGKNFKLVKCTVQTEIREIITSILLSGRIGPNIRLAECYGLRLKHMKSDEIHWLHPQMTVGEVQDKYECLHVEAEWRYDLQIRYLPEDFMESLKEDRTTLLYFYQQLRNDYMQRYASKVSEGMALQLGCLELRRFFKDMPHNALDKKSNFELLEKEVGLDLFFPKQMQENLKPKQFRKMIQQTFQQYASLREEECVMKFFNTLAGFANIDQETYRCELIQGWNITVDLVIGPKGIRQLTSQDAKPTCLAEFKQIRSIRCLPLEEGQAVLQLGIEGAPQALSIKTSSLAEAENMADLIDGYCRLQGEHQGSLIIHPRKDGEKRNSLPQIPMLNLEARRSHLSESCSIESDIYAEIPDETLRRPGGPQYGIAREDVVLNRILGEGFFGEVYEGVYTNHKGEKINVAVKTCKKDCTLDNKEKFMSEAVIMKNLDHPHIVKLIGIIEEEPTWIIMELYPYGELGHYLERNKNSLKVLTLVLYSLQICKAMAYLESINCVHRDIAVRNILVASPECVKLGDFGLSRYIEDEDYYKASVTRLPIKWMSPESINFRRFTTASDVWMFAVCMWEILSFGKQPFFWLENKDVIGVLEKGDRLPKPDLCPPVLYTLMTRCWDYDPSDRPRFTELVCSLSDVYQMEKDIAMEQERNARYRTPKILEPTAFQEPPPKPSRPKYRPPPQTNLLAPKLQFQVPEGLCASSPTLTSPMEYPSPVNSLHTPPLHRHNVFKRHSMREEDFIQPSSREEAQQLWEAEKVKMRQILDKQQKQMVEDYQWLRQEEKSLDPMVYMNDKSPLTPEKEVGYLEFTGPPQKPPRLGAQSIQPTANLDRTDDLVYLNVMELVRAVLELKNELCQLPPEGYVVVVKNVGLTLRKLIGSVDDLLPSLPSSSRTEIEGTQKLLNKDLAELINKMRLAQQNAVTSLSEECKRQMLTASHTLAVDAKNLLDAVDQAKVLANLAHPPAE
# E coli WT exp – growth inhibitors of E. coli BW25113 wild type | OD600 absorbance | growth inhibition, % at 100 µM | hit rate 0.15% among 98,000;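 active = growth inhibition above about 50% at one test dose, limit read from the data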;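 note: growth measured after 20 h incubation at 37 °C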
# PostGolgi yeast – growth inhibition of a yeast mutant, post-Golgi transport screen | post-Golgi transport phenotypic cell assay | inhibition, % at 10 µM | hit rate 0.9% among 98,000; in the data active = inhibition above about 30%;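 note: yeast cells grown in 1536-well plates; yeast grown about 18 h at 30C before absorbance read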
# EphB4 antag – blocks human EphB4 binding to ephrin-B2. EphB4 LBD / TNYL-RAW-Alexa532 peptide, fluorescence polarization. inhibition, % at 7 µM. hit rate 0.15% among 97,000. AID 720;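 active = inhibition above the screen-wide mean inhibition plus 3 SD, cut at about 15% in these data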;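 note: 0% = DMSO wells and 100% = excess unlabeled TNYL-RAW peptide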
# CYP2C19 activ – activators of human cytochrome P450 2C19. recombinant CYP2C19, luciferin-H EGE luminescence; active compounds read high; 0 = fully inhibited enzyme, 1 = untreated enzyme. activation factor at 5 µM. 96,000 tested, under 10 active. AID 1025;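 active = activation factor of at least 2 at 5 µM in the primary screen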;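 note: 0 = wells with 2.5 mM tranylcypromine and 1 = vehicle-only wells; values of inactives mirror those of a sister screen read the other way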
# CYP2C19 inh – inhibitors of human CYP2C19; P33261; CYP2C19 Supersomes, luciferin-H EGE luminescence, 30 min; inhibition, % at 5 µM; hit rate 21% among 96,000;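 active = CYP2C19 inhibition above a set limit at 5 µM in the primary screen, cut at about 50% in these data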;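 note: plate controls were negative control wells for no effect and 2.5 mM tranylcypromine positive control for full effect; values of inactives mirror those of a sister screen read the other way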
# PLAP activator – activators of human placental alkaline phosphatase. P05187. purified PLAP enzyme, luminescent substrate read-out; active compounds read high. activation fold at 20 µM. hit rate 1.2% among 96,000; in the data active = activation fold above about 2
# CYP2C9 inh – human CYP2C9 inhibition. inhibition, % at 5 µM. hit rate 20% among 96,000. CYP2C9 Supersomes, luciferin-H conversion, luminescence. P11712;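 active = blocking of liver enzyme CYP2C9 beyond about 50% at 5 µM, limit read from the data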; note: values of inactives mirror those of a sister screen read the other way
# An asterisk follows results filed as active; / = not tested or not shown.
SMILES,CYP2C9 activ,Pyk2 oligo antag,E coli WT exp,PostGolgi yeast,EphB4 antag,CYP2C19 activ,CYP2C19 inh,PLAP activator,CYP2C9 inh
S=c1nc(-c2ccc(Br)cc2)oc2c1CCCC2,1,1.84,-1.0,1.8,1.4,1.1,-7.3,1.2,1.0
CCSc1nnc(-c2cnn(-c3ccccc3)c2-n2cccc2)n1C,1,-0.07,2.0,1.7,3.5,1,-3.0,1.3,-1.6
Cc1cc(C)c2c(c1)/C(=N/NS(=O)(=O)c1ccc(Br)cc1)CCC2,1,3.25,-7.0,-6.8,-1.4,1.1,-5.1,1.2,1.6
C=CCn1c(SCn2nnc3ccccc3c2=O)nnc1-c1ccc(Br)cc1,0.2,-0.28,-1.0,24.2,5.8,0.2,75.6*,0.9,75.2*
CCn1c(SCC(=O)c2ccc(O)c(O)c2)nnc1-c1ccc(C)cc1,0.9,-0.21,7.0,-1.0,3.7,0.6,36.5,1.1,5.7
COc1cccc(C2=NOC(C(=O)NCc3ccco3)C2)c1 (stereo not drawn),1.3,0.6,5.0,-1.9,-1.5,0.7,25.5,1.2,-30.0
CCOC(=O)N1CCN(C(=O)c2cn(CC)c3ccc(S(=O)(=O)N4CCCC4)cc3c2=O)CC1,0.8,0.2,0.0,20.7,6.7,1,1.1,1.3,21.6
N=c1n(CCN2CCCCC2)c2ccccc2n1CC(O)COc1ccccc1 (stereo not drawn),1,0.8,10.0,-5.3,-5.7,1.1,-5.9,1.2,1.1
CC(C)CNC(=S)NNC(=O)c1csc2ccccc12,1.1,2.2,13.0,-2.2,-0.2,0.8,23.5,1.4,-7.5
Cn1c(N2CCN(C(=O)Nc3ccc(C(F)(F)F)cc3)CC2)nc2ccccc21,0.8,0.73,-17.0,-8.3,-7.4,0.8,20.6,0.7,22.8
O=C(NC1CCN(C(=S)NCc2ccco2)CC1)c1ccc(F)cc1,/,-0.12,-4.0,-3.5,-1.1,/,/,/,/
CCOC(=O)N1CCN(C(=O)C2CCC(CNS(=O)(=O)c3ccc(Cl)cc3)CC2)CC1 (stereo not drawn),0.6,-0.41,-5.0,-10.5,3.8,0.7,25.4,1.1,39.6
CCOC(=O)C1C(=O)C=C(c2ccc(OC)cc2)CC1c1ccco1 (stereo not drawn),0.5,-1.4,-22.0,-4.8,0.0,0.7,28.1,1.1,53.3*
Cn1c(=O)c2c(SCC(=O)NCC3CCCO3)nc(-c3cccs3)nc2n(C)c1=O (stereo not drawn),0.8,/,/,/,/,0.9,11.3,0.8,20.6
Cc1nnc(NC(=O)c2oc3c(ccc4ccccc43)c2C)s1,1,0.29,0.0,0.0,0.9,0.8,22.4,1.2,-1.4
CCc1cccc(NC(=O)CN(C)S(=O)(=O)c2cccc3nsnc23)c1,/,-0.25,1.0,-9.2,5.2,/,/,/,/
Cn1cc(Cl)c(C(=O)OCC(=O)Nc2ccccc2)n1,0.8,0.45,5.0,-4.0,15.5*,0.2,82.9*,0.8,21.8
CCN1C(=O)C(O)(CC(=O)c2ccccn2)c2ccccc21 (stereo not drawn),1,0.81,-1.0,-5.9,4.4,1,0.3,1,0.4
CC(=O)Cc1nsc(NC(=O)c2cn(-c3ccccc3)nc2-c2ccc(Br)cc2)n1,1,-0.33,3.0,4.8,-2.2,1.3,-31.0,1.6,0.2
CCOc1ccc(/C(=N\O)C(C)NO)cc1 (stereo not drawn),1,0.93,5.0,-0.2,3.9,1,1.8,0.9,1.0
Clc1ccc(OCCCn2cncn2)cc1Cl,0.1,-0.85,4.0,9.5,1.2,0,98.6*,1.1,92.3*
O=C(CSc1nnc(-c2ccncc2)n1C1CCCCC1)Nc1cccc(O)c1,0.5,0.03,6.0,-0.5,5.4,0.5,45.4,1,45.9
O=C(CCCl)Nc1cc(SCCO)cc([N+](=O)[O-])c1,0.8,0.54,6.0,1.1,0.5,0.9,13.4,1,22.9
O=C1NCCCC2c3c(cc(Br)c(O)c3Br)OC12N1CCOCC1 (stereo not drawn),1.1,0.58,8.0,3.1,-3.8,0.8,23.1,1,-10.1
COC(=O)c1cn[nH]c1NC(=S)Nc1ccc(C)cc1Cl,1.7,-0.8,-7.0,1.1,-1.9,1,-3.2,1.1,-65.5
CCCc1nc(N2CCOCC2)c(C#N)c2c1CCCC2,0.3,0.07,9.0,-1.1,-5.0,0.2,82.4*,1.7,72.1*
C=CCn1c(-c2cccn(Cc3ccc(Cl)cc3Cl)c2=O)n[nH]c1=S,0.9,3.17,-1.0,1.4,-1.8,0.2,80.2*,1,5.8
CC(C)n1c(SCC(=O)Nc2ccccc2N2CCCCC2)nc2c1c(=O)n(C)c(=O)n2C,0.1,-1.45,-3.0,3.0,2.3,0.6,40.4,1.4,87.2*
CCOC(=O)N1CCN(C(=O)CN(c2ccc3c(c2)OCO3)S(C)(=O)=O)CC1,1.1,2.51,4.0,-8.3,2.2,0.6,38.0,1.1,-10.2
O=C1CC(N2CCN(Cc3ccccc3)CC2)C(=O)N1CCc1ccccc1 (stereo not drawn),1,0.24,9.0,-1.8,/,1,-4.6,1.5,-3.8
Cc1ccc2oc3c(c(=O)c2c1)C(c1cccs1)N(CCCN(C)C)C3=O (stereo not drawn),0.9,/,/,/,/,1,-3.5,1.5,5.8
Cc1ccc(C(=O)Nc2ccccc2C(=O)NCc2ccco2)cc1S(=O)(=O)N1CCCCC1,/,-2.99,-18.0,1.6,7.0,/,/,/,/
CCCCOC(=O)c1ccc(NC(=O)C(CCS(C)(=O)=O)NC(C)=O)cc1 (stereo not drawn),0.9,0.41,-2.0,-10.7,0.1,0.6,37.6,1.1,11.8
CCn1c(=O)c(C(=O)Nn2c(C)nc3ccccc3c2=O)c(O)c2ccccc21,0.8,-1.25,3.0,5.6,/,1.1,-5.9,1.4,24.3
Cc1ccnc2nc(C(=O)Nc3nnc(CC(C)C)s3)nn12,1,-0.38,-4.0,0.0,-6.3,1.1,-12.3,0.8,-1.5
O=C(CNC(=O)c1ccc(Cl)cc1)NCCCn1ccnc1,0.2,-0.42,2.0,2.6,2.1,0.1,85.2*,1.1,79.4*
Cc1n[nH]c(C)c1S(=O)(=O)NCCc1ccc(Cl)cc1,0.9,0.59,7.0,-1.8,-5.4,0.7,29.7,1,12.3
CCC(C)NC(=O)Cn1c(=O)n(CCCC(=O)NCc2ccccc2Cl)c(=O)c2ccccc21 (stereo not drawn),1.8,0.31,-6.0,1.1,4.7,0.8,21.1,0.9,-82.5
COc1ccc(CNC(=O)c2ccc(NC(=O)C3CCCO3)cc2)cc1 (stereo not drawn),0.9,-0.12,2.0,-5.3,/,1,-1.0,1,6.0
CCCc1nc(SCC(=O)N2CCCc3ccccc32)c2c(=O)n(C)c(=O)n(C)c2n1,0.1,/,-9.0,48.7*,-3.5,0.8,17.4,1.4,93.5*
CC1CCN(C(=O)CSc2nnc(CN3CCOCC3)n2-c2ccccc2)CC1,1.2,-0.27,6.0,-4.4,3.9,1.1,-11.4,1.5,-19.5
Cc1cccc(N(CC(=O)NCc2ccc3c(c2)OCO3)C(=O)CCC(=O)Nc2ccccn2)c1C,0.4,-3.15*,-5.0,1.7,-9.3,0.2,81.9*,1.8,58.8*
CCn1c(C(Cc2ccccc2)NC(=O)COC)nc2ccccc21 (stereo not drawn),0.8,/,1.0,3.7,5.5,0.2,80.7*,0.8,21.9
Cc1ccc(-c2nc3ccccc3[nH]2)cc1NC(=O)/C=C/c1ccco1,0.2,-0.9,-10.0,-9.4,-3.4,0.5,47.3,1.1,79.4*
N#CCc1nc2n(n1)Cc1ccccc1-2,1,0.88,-6.0,-2.9,0.0,1.1,-6.7,1,0.6
Cc1ccc(C(=O)NCc2cccs2)cc1S(=O)(=O)N1CCCCC1,0.4,0.56,3.0,1.2,/,0.6,37.7,0.9,56.0*
CC/C(=N\NC(=O)CSCc1ccc(Cl)cc1)c1ccc2c(c1)OCCO2,0.4,0.19,-3.0,4.9,-4.9,0.2,77.5*,0.9,58.7*
CCCn1c(SCC(=O)Nc2ccc(OC)cc2)nnc1-c1ccncc1,0.7,0.94,10.0,7.4,6.6,0.8,23.5,0.8,32.0
O=C(Cn1nnc(-c2cccc(C(F)(F)F)c2)n1)NC1CCCC1,2.5*,-0.23,2.0,8.1,/,1,1.6,1.4,-148.9
CCOC(=O)c1cnn(-c2nc3c(C)cccc3s2)c1C,1.1,0.45,-9.0,-9.4,2.2,1.1,-14.0,0.8,-8.2

# Continuation.
SMILES,CYP2C9 activ,Pyk2 oligo antag,E coli WT exp,PostGolgi yeast,EphB4 antag,CYP2C19 activ,CYP2C19 inh,PLAP activator,CYP2C9 inh
O=C(Nc1ccccc1Cl)O/N=C(/c1ccccc1)c1ccccn1,0.8,0.33,13.0,-2.0,2.7,0.8,21.3,1.2,22.2
Cc1nnc(-c2cccc(Br)c2)c2cn(-c3ccccc3Cl)nc12,0.3,0.29,6.0,102.0*,-4.1,0.4,60.5*,1.1,65.7*
CCOC(=O)c1[nH]c(C)c(C(=O)OCCN2C(=O)c3ccccc3C2=O)c1C,0.2,-2.35,-3.0,3.0,-10.9,0.3,67.0*,1.1,84.7*
Cc1ccc(N(CC(O)CN2CCCC2)S(=O)(=O)c2ccc(C)cc2)cc1 (stereo not drawn),1,0.38,2.0,-1.1,1.8,0.9,10.5,1.3,-2.5
Cc1ccc(C)c(CN2C(=O)C3CCCN3c3ccc(C#N)cc32)c1 (stereo not drawn),0.5,-0.07,-4.0,4.8,-6.2,0.7,25.2,1,48.9
N#Cc1ccccc1NC(=O)Nc1ccc(Cl)cc1,1.1,0.49,8.0,4.7,14.1,1.1,-7.3,1.1,-13.8
CCN1CC2=C(OC(N)=C(C#N)C2c2ccccc2)/C(=C\c2ccccc2)C1 (stereo not drawn),0.3,0.77,0.0,-0.3,-5.6,0.1,90.7*,1.7,65.8*
Oc1ccc(/C=N/Nc2cccc3cccnc23)c(O)c1,3*,-0.08,-8.0,1.9,-1.7,1,4.9,1.8,-204.8
COc1cc(-c2nnc(SCC#CCO)o2)cc(OC)c1OC,0.7,0.08,0.0,0.4,1.8,0.8,15.9,0.9,29.3
CC(OC(=O)C1CCN(S(=O)(=O)c2ccccc2)CC1)C(=O)Nc1ncc(Cl)cc1Cl (stereo not drawn),0.1,1.6,-1.0,5.4,5.5,0.2,75.4*,1.3,92.8*

# Five entries out of the list, sorted by molar mass, lowest first.
SMILES,CYP2C9 activ,Pyk2 oligo antag,E coli WT exp,PostGolgi yeast,EphB4 antag,CYP2C19 activ,CYP2C19 inh,PLAP activator,CYP2C9 inh
N#Cc1ccccc1NC(=O)Nc1ccc(Cl)cc1,1.1,0.49,8.0,4.7,14.1,1.1,-7.3,1.1,-13.8
Cc1ccc(C)c(CN2C(=O)C3CCCN3c3ccc(C#N)cc32)c1 (stereo not drawn),0.5,-0.07,-4.0,4.8,-6.2,0.7,25.2,1,48.9
COc1cc(-c2nnc(SCC#CCO)o2)cc(OC)c1OC,0.7,0.08,0.0,0.4,1.8,0.8,15.9,0.9,29.3
CCN1CC2=C(OC(N)=C(C#N)C2c2ccccc2)/C(=C\c2ccccc2)C1 (stereo not drawn),0.3,0.77,0.0,-0.3,-5.6,0.1,90.7*,1.7,65.8*
CCOC(=O)c1[nH]c(C)c(C(=O)OCCN2C(=O)c3ccccc3C2=O)c1C,0.2,-2.35,-3.0,3.0,-10.9,0.3,67.0*,1.1,84.7*

# The listing continues:
SMILES,CYP2C9 activ,Pyk2 oligo antag,E coli WT exp,PostGolgi yeast,EphB4 antag,CYP2C19 activ,CYP2C19 inh,PLAP activator,CYP2C9 inh
CCOC(=O)CSc1nnc(-c2ccco2)n1C,1.2,0.36,-3.0,5.8,-6.7,1.1,-5.6,1.1,-20.3
CCOc1ccccc1NC(=O)c1cc(CC(C)C)oc1C,1.3,-0.38,6.0,6.1,0.1,0.9,9.2,0.9,-33.1
O=C(OCc1ccccc1)c1ccc2c(c1)-c1ccccc1C2=O,0.4,-1.7,-21.0,-1.7,7.5,0.7,34.6,1.1,55.3*
CCCC(c1nnnn1Cc1ccco1)N1CCC(C(N)=O)CC1 (stereo not drawn),1.1,1.89,0.0,3.2,-8.3,0.9,5.0,1.1,-9.4
NC(=O)CSc1nnc(-c2ccc(S(=O)(=O)N3CCOCC3)cc2)n1CC1CCCO1 (stereo not drawn),1,0.01,3.0,8.0,-2.8,1,0.3,1,4.6
